Bioassay records as filed in PubChem BioAssay.
RGS8-Gao: regulators of human RGS8-Galphao interaction; P09471; multiplexed bead flow cytometry, RGS8-Galphao binding; actives lie on both sides; response (percent of control binding), % at 10 µM; 0.34% of 220,000 active; AID 1423; in the data active = response below about 60% or above about 140%; inactive = in between;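 note: Galphao activated as the GDP aluminium fluoride complex binding bead-coupled RGS8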
Target sequence (P09471 whole entry, looked up): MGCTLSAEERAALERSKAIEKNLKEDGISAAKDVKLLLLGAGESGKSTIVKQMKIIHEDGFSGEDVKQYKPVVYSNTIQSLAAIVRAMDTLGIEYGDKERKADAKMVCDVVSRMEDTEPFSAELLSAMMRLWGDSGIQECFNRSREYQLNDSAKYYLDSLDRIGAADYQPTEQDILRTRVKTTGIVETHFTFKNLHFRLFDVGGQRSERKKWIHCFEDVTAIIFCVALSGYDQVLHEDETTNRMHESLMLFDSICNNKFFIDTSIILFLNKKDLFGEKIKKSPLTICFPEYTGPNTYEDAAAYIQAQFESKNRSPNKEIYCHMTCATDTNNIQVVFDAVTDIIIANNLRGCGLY
Bim-Bfl-1: disrupts Bim binding to human Bfl-1 | Bead-based flow cytometry, Bim-Bfl-1 binding inhibition | Q16548 | AID 1008 | inhibition, % at 10 µM | 0.12% of 190,000 active;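 note: 0% = wells without compound plus tracer and 100% = blocker peptide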
ABCG2 inh: blocks JC-1 efflux by human ABCG2 transporter. Q9UNQ0. IgMXP3 cells, flow cytometry. inhibition, % at 6.6 µM. 0.1% of 190,000 active. AID 1325;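 active = inhibition above 80%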;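 note: 0% = DMSO and 100% = nicardipine control wells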
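material = IgMXP3 (ABCG2) plus far-red-tagged CCRF-Adr (ABCB1) cells | amount = 3 million cells/mL, equal mix of both lines | also added = JC-1 transporter substrate | dosing = one concentration, 6.6 µM final | schedule = 10 min at 25 °C | measured by = flow cytometric JC-1 green MFI at 530 nm | read-out basis = percent efflux inhibition, scaled nicardipine 100% to DMSO 0%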
ABCB1 block: blocks JC-1 efflux by human ABCB1 transporter; CCRF-Adr cells, flow cytometry; AID 1326; inhibition, % at 6.6 µM; 0.067% of 190,000 active; in the data active = inhibition above about 40%;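 note: 0% = vehicle and 100% = reference inhibitor; higher value means more JC-1 retained so stronger ABCB1 efflux block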
Bim-Bcl-2: disrupts Bim peptide binding to human Bcl-2; P10415; AID 950; inhibition, % at 10 µM; 0.06% of 190,000 active; Bead-based flow cytometry, Bim peptide-Bcl-2 binding; in the data active = inhibition above about 40%; inconclusive = no clear call, values can overlap the other calls;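 note: 0% = no compound wells with probe peptide and 100% = reference peptide inhibitor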
Bcl-B Bim block: inhibitors of Bim-Bcl-B interaction, human; Q9HD36; bead-based flow cytometry, Bim peptide-Bcl-B binding; inhibition, % at 10 µM; 0.073% of 190,000 active; AID 951;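 note: 0% = tracer peptide without compound and 100% = reference inhibitor peptide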
RGS4-Gao reg: human RGS4-Galphao interaction regulation; P09471; Multiplexed bead flow cytometry, RGS4-Galphao binding; actives lie on both sides; binding response (% of control), % at 10 µM; 0.33% of 220,000 active; AID 1415; in the data active = binding response below about 49% or above about 150%; inactive = in between;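 note: fluorescent Galphao activated with aluminum fluoride binding bead-coupled RGS4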
Bcl-XL Bim block: inhibitors of Bim-Bcl-XL interaction, human. Q07817. Bim peptide-Bcl-XL binding, bead flow cytometry, fluorescence. inhibition, % at 10 µM. 0.04% of 190,000 active. AID 1007
Target sequence (Q07817 whole entry, looked up): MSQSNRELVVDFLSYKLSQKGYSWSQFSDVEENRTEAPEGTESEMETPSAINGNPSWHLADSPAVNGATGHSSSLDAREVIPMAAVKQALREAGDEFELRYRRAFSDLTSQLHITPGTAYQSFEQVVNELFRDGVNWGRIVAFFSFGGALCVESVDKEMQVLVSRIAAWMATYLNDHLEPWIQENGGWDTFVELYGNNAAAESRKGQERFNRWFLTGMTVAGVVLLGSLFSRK
RGS7-Gao reg: modulates binding of RGS7 to human Galphao. P09471. Multiplexed bead flow cytometry; actives lie on both sides. binding response (% of control), % at 10 µM. 0.35% of 220,000 active. AID 1439; in the data active = binding response below about 49% or above about 150%; inconclusive = no clear call, values can overlap the other calls; inactive = in between;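 note: fluorescent Galphao held in activated GDP-AlF4 state binding bead-coupled RGS7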
Bim-Bcl-W: disrupts Bim peptide binding to human Bcl-W; Q92843; bead-based flow cytometry; inhibition, % at 10 µM; 0.02% of 190,000 active;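 note: 0% = bound tracer without compound and 100% = peptide blocker; higher means less fluorescent Bim peptide bound to Bcl-W beads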
Mcl-1 Bim block: inhibitors of Bim-Mcl-1 interaction, human. Q07820. Bead-based flow cytometry, Bim peptide-Mcl-1 binding. inhibition, % at 10 µM. 0.1% of 190,000 active. AID 1009;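 note: 0% = no compound tracer wells and 100% = peptide blocker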
Target sequence (Q07820 whole entry, looked up): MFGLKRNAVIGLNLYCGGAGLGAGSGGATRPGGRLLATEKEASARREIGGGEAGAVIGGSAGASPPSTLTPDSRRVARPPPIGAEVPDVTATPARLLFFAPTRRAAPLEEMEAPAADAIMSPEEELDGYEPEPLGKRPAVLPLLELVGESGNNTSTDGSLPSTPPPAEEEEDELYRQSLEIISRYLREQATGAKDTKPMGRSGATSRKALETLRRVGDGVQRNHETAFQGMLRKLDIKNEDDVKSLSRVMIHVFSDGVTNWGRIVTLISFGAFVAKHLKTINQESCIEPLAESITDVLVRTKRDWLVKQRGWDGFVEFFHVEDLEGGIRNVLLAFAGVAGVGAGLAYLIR
* marks the source's active call; other numbers are inactive results; ? = inconclusive; . = no result given. Cut-off read from the data, not from the text of the source, unless noted: active = inhibition above about 40%.

The line under a structure holds: RGS8-Gao, Bim-Bfl-1, ABCG2 inh, ABCB1 block, Bim-Bcl-2, Bcl-B Bim block, RGS4-Gao reg, Bcl-XL Bim block, RGS7-Gao reg, Bim-Bcl-W, Mcl-1 Bim block
1: O=C(COC(=O)/C=C/c1ccc(Cl)cc1Cl)NCCC1=CCCCC1
→ 93, -1, 2, -0.1, 0, -1, 100, -3, 97, -5, -1
2: COc1ccc(NC2=CC(=O)CC(c3ccccc3)C2)c(OC)c1 (stereo unspecified)
→ 99, 0, 11, 1.7, 2, 2, 96, -1, 98, 0, 0
3: CCNc1nc(NC(C)C)nc(SCCOc2ccc(C)cc2)n1
→ 100, 0, 3, 0.8, 1, 2, 99, 0, 100, 1, 2
4: Cc1ccc(NCc2nc3ccccc3n2CCOc2ccccc2)cc1
→ 91, 0, 30, 0.2, 0, -4, 85, -5, 81, -3, -8
5: Cc1ccc(S(=O)(=O)NNC(=O)C(O)(c2ccccc2C)c2ccccc2C)cc1
→ 105, 0, -1, 0.3, -2, -7, 104, -9, 103, -4, -4
6: COC(=O)c1ccc2ccn(CC(=O)NC(C)C)c2c1
→ 100, 0, 3, 0.7, -3, -1, 102, -2, 99, -2, 0
7: Cc1noc(/C=C/N(C)C)c1S(=O)(=O)N1CCC(C(=O)O)CC1
→ 101, -7, 0, 0.3, 0, 1, 101, -3, 99, 2, 2
8: CNC(=S)N/N=C/c1c(C)nn(-c2cccc(Cl)c2)c1Cl
→ 101, -9, 8, 0.8, -12, -10, 100, -9, 101, -6, -2
9: O=C1CN(c2nc(-c3cccs3)nc3sc4c(c23)CCCC4)CCN1
→ 102, -3, -1, -0.2, 0, -4, 100, 2, ?, 0, 2
10: Cc1ccccc1-c1n[nH]c(=S)o1
→ 102, 0, 1, 0.3, -6, -19, 102, -3, 102, -7, -5
11: CC(=O)NC1CC2CCCC(C1)N2CC(=O)N1CCCc2ccccc21 (stereo unspecified)
→ 115, -3, -2, -0.1, -5, -2, 108, -5, 111, -3, -6
12: COc1ccc(-n2c(C)cc(C(=O)CN3C(=O)c4ccccc4C3=O)c2C)cc1
→ 104, -9, 2, 1.0, -6, -10, 101, -9, 100, -6, -3
13: Cc1cc2c(cc1C)C(=O)NC(C)(C)C2
→ 99, -15, 0, 0.1, -10, -9, 103, 1, 96, -1, 0
14: Cc1ccc(C(=O)CS(C)(=O)=O)cc1
→ 103, 2, 0, -0.3, 0, 0, 107, 0, 107, 0, 0
15: C=CCNC(=O)c1c(N)n(-c2cccc(S(N)(=O)=O)c2)c2nc3ccccc3nc12
→ 101, 0, -2, -0.5, 0, -5, 99, 0, 98, 0, -1
16: Cc1ccccc1C(=O)Nc1ccc(Br)cn1
→ 104, -12, 2, 0.1, -7, -9, 102, -5, 104, -2, -1
17: Cc1ccc(S(=O)(=O)NCC(=O)N(CC(=O)NC(C)(C)C)Cc2cccs2)cc1
→ 99, -2, 4, 2.1, 1, 0, 95, 1, 97, 2, 0
18: Cc1cccc(N=C(NO)c2nonc2N)c1
→ 101, -4, 6, 1.3, -3, -8, 101, -4, 100, -4, -5
19: O=C(Nc1nnc(-c2cccs2)o1)c1ccco1
→ 103, -12, 8, 0.6, -8, -6, 100, -3, 101, -2, 3
20: CCOC(=O)/C(=C\Nc1ccccc1C(F)(F)F)Sc1ncc(C(F)(F)F)cc1Cl
→ 106, -11, 2, 1.1, -7, -5, 105, 5, 105, 2, 1

From compound 6 up to 15, as listed above:
The line under a structure holds: RGS8-Gao, Bim-Bfl-1, ABCG2 inh, ABCB1 block, Bim-Bcl-2, Bcl-B Bim block, RGS4-Gao reg, Bcl-XL Bim block, RGS7-Gao reg, Bim-Bcl-W, Mcl-1 Bim block
6: COC(=O)c1ccc2ccn(CC(=O)NC(C)C)c2c1
→ 100, 0, 3, 0.7, -3, -1, 102, -2, 99, -2, 0
7: Cc1noc(/C=C/N(C)C)c1S(=O)(=O)N1CCC(C(=O)O)CC1
→ 101, -7, 0, 0.3, 0, 1, 101, -3, 99, 2, 2
8: CNC(=S)N/N=C/c1c(C)nn(-c2cccc(Cl)c2)c1Cl
→ 101, -9, 8, 0.8, -12, -10, 100, -9, 101, -6, -2
9: O=C1CN(c2nc(-c3cccs3)nc3sc4c(c23)CCCC4)CCN1
→ 102, -3, -1, -0.2, 0, -4, 100, 2, ?, 0, 2
10: Cc1ccccc1-c1n[nH]c(=S)o1
→ 102, 0, 1, 0.3, -6, -19, 102, -3, 102, -7, -5
11: CC(=O)NC1CC2CCCC(C1)N2CC(=O)N1CCCc2ccccc21 (stereo unspecified)
→ 115, -3, -2, -0.1, -5, -2, 108, -5, 111, -3, -6
12: COc1ccc(-n2c(C)cc(C(=O)CN3C(=O)c4ccccc4C3=O)c2C)cc1
→ 104, -9, 2, 1.0, -6, -10, 101, -9, 100, -6, -3
13: Cc1cc2c(cc1C)C(=O)NC(C)(C)C2
→ 99, -15, 0, 0.1, -10, -9, 103, 1, 96, -1, 0
14: Cc1ccc(C(=O)CS(C)(=O)=O)cc1
→ 103, 2, 0, -0.3, 0, 0, 107, 0, 107, 0, 0
15: C=CCNC(=O)c1c(N)n(-c2cccc(S(N)(=O)=O)c2)c2nc3ccccc3nc12
→ 101, 0, -2, -0.5, 0, -5, 99, 0, 98, 0, -1

Carrying on:
The line under a structure holds: RGS8-Gao, Bim-Bfl-1, ABCG2 inh, ABCB1 block, Bim-Bcl-2, Bcl-B Bim block, RGS4-Gao reg, Bcl-XL Bim block, RGS7-Gao reg, Bim-Bcl-W, Mcl-1 Bim block
21: Cc1ccc(C2=Nc3ccccc3N=C(c3ccco3)C2)c(O)c1
→ 102, 2, 4, 0.6, 4, -2, 103, 0, 100, -1, 0
22: Cc1cc(C)cc(NC2=CC(=O)CC(c3ccco3)C2)c1 (stereo unspecified)
→ 96, -1, 2, 0.3, -1, -8, 97, -7, 96, -7, -4
23: CCOc1ccc(NS(=O)(=O)CC23CCC(CC2=O)C3(C)C)cc1 (stereo unspecified)
→ 100, -9, ., ., -3, -3, 99, -4, 105, 1, 2
24: CC1(C)Cc2ccccc2-c2c1c(=O)n(Cc1ccccc1)c1nnnn21
→ 103, 0, -8, 1.5, 0, -4, 99, -5, 99, -2, 0
25: Oc1ccccc1/C=N/Nc1ccnc(SCc2ccccc2)n1
→ 106, -3, 0, 0.0, 0, -8, 106, -8, 109, -7, -3
26: O=C(c1ccc(OC2CCN(C(=O)c3cccnc3)CC2)cc1)N1CCCCCC1
→ 102, -8, 9, 3.8, -3, -4, 102, -5, 100, -2, -2
27: COCC1CCCCN1Cc1cn[nH]c1-c1ccc(OC)cc1OC (stereo unspecified)
→ 95, -7, 1, 0.7, -2, -1, 94, -2, 93, 1, 7
28: O=C(c1cccc(F)c1)N1C2C=CC(C2)C1(C(F)(F)F)C(F)(F)F (stereo unspecified)
→ 100, -2, 6, 1.2, -2, -4, 98, -1, 98, -5, -1
29: O=C(Nc1ccc(F)cc1)c1ccc(CSc2ccccc2)o1
→ 100, -4, 0, -0.1, -2, -9, 102, -4, 101, -3, -1
30: CC(C)(C)c1ccc(S(=O)(=O)N2C=CC(C(F)(F)F)=NCC2)cc1
→ 103, 0, 13, 2.7, 3, -2, 106, 2, 104, 0, -1
31: COC(=O)C1=C(C)N(c2cc(C)cc(C)c2)/C(=C/c2ccc(O)cc2)C1=O
→ 102, -2, 13, 3.3, 2, -2, 102, 0, 101, 0, 0
32: Cn1ccc(C(=O)N2CCCc3ccccc32)n1
→ 105, -7, -7, -0.6, -15, -4, 109, -6, 108, -3, -3
33: CCCCNC(=O)c1c[nH]c2ccc(S(=O)(=O)N3CCOCC3)cc2c1=O
→ 101, -3, 5, 0.0, 0, -1, 96, -1, ?, 0, 0
34: COc1ccccc1C(=O)Nc1c(C)n(C)n(-c2ccccc2)c1=O
→ 102, -2, 2, 0.7, 0, 0, 90, 1, 95, -1, 0
35: NC(=O)C1=C[C@H](c2csc3ccccc23)C[C@H](OCc2ccc(CO)cc2)O1
→ 102, -6, 3, 0.3, -5, -4, 105, -3, 101, -1, -2
36: CC1CCCCC1N1CCN(C(=O)c2cccc(F)c2)CC1 (stereo unspecified)
→ 107, 0, 1, 0.2, -4, 3, 102, -4, 102, -3, 0
37: O=C(Oc1ccc(-c2cn3c(n2)SCC3)cc1)c1ccccc1
→ 98, 4, 8, 3.1, 1, 5, 97, 1, 99, 5, -1
38: C(=C\CSc1nnnn1-c1ccccc1)/CSc1nnnn1-c1ccccc1
→ 100, 0, 2, 1.2, 0, -3, 104, -5, 103, -1, 0
39: O=[N+]([O-])c1ccc2c(c1)C=C1CCCCC1(N1CCCCC1)O2 (stereo unspecified)
→ 105, 0, 14, 1.1, -4, -9, 103, -4, 103, -1, -5
40: Cc1cc(O)ccc1C1(c2ccc(O)cc2C)OC(=O)c2ccccc21
→ 103, -2, 1, 0.5, 5, -3, 103, 0, 103, -5, -3
41: CC1Cc2cc(/C(O)=C3\C(=O)C(=O)N(CCN4CCOCC4)C3c3ccccc3F)ccc2O1 (stereo unspecified)
→ 109, -1, 1, 0.4, 0, 0, 112, -2, 107, -4, 1
42: Cc1cc(NC(=S)Nc2cccc3ccccc23)n[nH]1
→ 100, -2, 14, 0.2, -3, -11, 101, -6, 104, -6, -4
43: Cc1ccc(N(C(=O)Cn2nnc(-c3ccc(F)cc3)n2)C(CC(C)C)C(=O)NCC2CCCO2)cc1 (stereo unspecified)
→ 99, -12, 5, 3.2, -4, -7, 99, -6, 101, 3, 0
44: CCC(C)NC(=O)CN1C(=O)CC(C)(C)S(=O)(=O)c2ccccc21 (stereo unspecified)
→ 104, -6, -3, -3.1, -6, -6, 100, -3, 100, 0, 0
45: CC(=O)c1c(N2CCCC2)[nH]c(-c2ccccc2)nc1=S
→ 101, -2, 2, 0.3, -2, -13, 101, -1, 102, 2, 0
46: CCOc1cc(NC(=S)NCCCN2CCOCC2)c(OCC)cc1NC(=O)c1ccccc1C
→ 101, -2, 13, 2.6, 0, -6, 102, -4, 98, -2, -3
